Source: PubChem
TAAR1 ag = human TAAR1 agonists, primary screen, Fluo-8 calcium fluorescence, CHO RD-HGA16 cells; Trace amine-associated receptor 1 (Homo sapiens), Q96RJ0; activation, % at 3 µM; vehicle wells 0%, saturating PEA agonist 100%; actives 0.99% (n = 360,000);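 active means activation above the mean activation of all test compounds in the run plus 3 SD, cut at about 38% in these data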
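Test system: RD-HGA16 (CHO) cells co-expressing Gα16 and hTAAR1 / Benchmarks: DMSO vehicle as 0%, PEA at EC100 as 100% / Repeats: no replicates (n 1) / Measure: % activation from peak over basal fluorescence ratio, DMSO-to-PEA scaled / Timing: 17-24 h plating, Fluo-8 75 min 37 °C, 30 min RT / Technique: kinetic Fluo-8 calcium fluorescence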
M5 antag = human M5 muscarinic receptor antagonists, primary screen, CHO cells, Fluo-8 calcium fluorescence | Muscarinic acetylcholine receptor M5 (Homo sapiens), P08912 | CHO-hM5 cells, ACh EC80 | inhibition, % at 3 µM | actives 0.59% (n = 360,000);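 active means inhibition above a per-plate cutoff, the mean of that plate's test compounds plus 3 SD, cut at about 27% in these data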;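 further: 0% = acetylcholine EC80 with DMSO and 100% = DMSO without agonist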
Target sequence (P08912 whole entry, looked up): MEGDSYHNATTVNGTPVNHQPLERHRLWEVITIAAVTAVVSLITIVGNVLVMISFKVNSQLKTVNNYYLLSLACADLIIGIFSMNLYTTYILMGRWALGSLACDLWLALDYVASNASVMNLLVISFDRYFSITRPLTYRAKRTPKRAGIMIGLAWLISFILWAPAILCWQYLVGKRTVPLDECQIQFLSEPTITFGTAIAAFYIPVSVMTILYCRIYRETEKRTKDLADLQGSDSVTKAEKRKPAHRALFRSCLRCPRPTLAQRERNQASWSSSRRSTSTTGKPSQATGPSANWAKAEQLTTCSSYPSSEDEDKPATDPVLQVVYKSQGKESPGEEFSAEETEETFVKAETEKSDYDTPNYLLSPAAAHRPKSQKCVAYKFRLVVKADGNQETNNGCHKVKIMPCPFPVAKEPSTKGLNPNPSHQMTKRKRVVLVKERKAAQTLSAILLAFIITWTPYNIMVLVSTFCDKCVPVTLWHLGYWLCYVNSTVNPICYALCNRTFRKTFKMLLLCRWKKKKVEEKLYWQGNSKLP
M1 antag = human M1 muscarinic receptor antagonists, primary screen, CHO-K1 cells, Fluo-8 calcium fluorescence, 1536-well | actives 1.3% (n = 360,000) | AID 588852, 2011 | CHO-K1 hM1, ACh EC80 antagonist | inhibition, % at 3 µM | Muscarinic acetylcholine receptor M1 (Homo sapiens), P11229;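 active means percent inhibition above its own plate's cutoff, namely the mean of that plate's compound wells plus 3 SD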;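 further: peak over basal fluorescence ratio during 140 s after agonist addition; 0% = ACh EC80 plus DMSO and 100% = DMSO alone without agonist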
CHRM5 agonist = human M5 muscarinic receptor agonists, primary screen, CHO-K1 cells, Fluo-8 calcium fluorescence | activation, % at 3 µM | CHO-K1 hM5 cells; 0% DMSO wells, 100% maximal acetylcholine response | actives 0.19% (n = 360,000);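 active means activation above the run's mean over test compounds plus 3 SD, cut at about 23% in these data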;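 further: signal is peak over basal fluorescence ratio across the kinetic read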
M1 PAM = human M1 muscarinic receptor positive allosteric modulators, primary screen, CHO-K1 cells, Fluo-8 calcium fluorescence, 1536-well; Muscarinic acetylcholine receptor M1 (Homo sapiens), P11229; CHO-K1 hM1, ACh EC20; 0% = ACh EC20, 100% = maximal ACh; activation, % at 3 µM; actives 0.088% (n = 360,000); in the data active means activation above about 19%, passing the limit was not always enough
CHRM5 PAM = human M5 muscarinic receptor positive allosteric modulators, primary screen, CHO-K1 cells, Fluo-8 calcium fluorescence; Muscarinic acetylcholine receptor M5 (Homo sapiens), P08912; CHO-K1 hM5, ACh EC20 PAM; 0% = ACh EC20, 100% = ACh EC100; activation, % at 3 µM; actives 0.3% (n = 360,000);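 active means activation above the run cutoff, the mean activation of all test compounds plus 3 SD, cut at about 18% in these data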
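system = human M5 receptor in CHO-K1 cells | reagent = EC20 acetylcholine as agonist stimulus | compound dosing = single-point, 3 µM nominal | incubation = Fluo-8 loading 80 min at 37 °C plus 30 min room temperature | detection = Fluo-8 calcium dye fluorescence, kinetic read | benchmarks = low control EC20 acetylcholine (0%), high control EC100 acetylcholine (100%)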
M4 antag = human M4 muscarinic receptor antagonists, primary screen, CHO cells, Fluo-8 calcium fluorescence; inhibition, % at 3 µM; CHO-hM4 cells, ACh EC80; Muscarinic acetylcholine receptor M4 (Homo sapiens), P08173; actives 0.73% (n = 360,000);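 active means inhibition above its plate's cutoff, the mean inhibition of sample wells plus 3 SD, cut at about 27% in these data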;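 further: 0% = acetylcholine EC80 with DMSO and 100% = DMSO without agonist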
Target sequence (P08173 whole entry, looked up): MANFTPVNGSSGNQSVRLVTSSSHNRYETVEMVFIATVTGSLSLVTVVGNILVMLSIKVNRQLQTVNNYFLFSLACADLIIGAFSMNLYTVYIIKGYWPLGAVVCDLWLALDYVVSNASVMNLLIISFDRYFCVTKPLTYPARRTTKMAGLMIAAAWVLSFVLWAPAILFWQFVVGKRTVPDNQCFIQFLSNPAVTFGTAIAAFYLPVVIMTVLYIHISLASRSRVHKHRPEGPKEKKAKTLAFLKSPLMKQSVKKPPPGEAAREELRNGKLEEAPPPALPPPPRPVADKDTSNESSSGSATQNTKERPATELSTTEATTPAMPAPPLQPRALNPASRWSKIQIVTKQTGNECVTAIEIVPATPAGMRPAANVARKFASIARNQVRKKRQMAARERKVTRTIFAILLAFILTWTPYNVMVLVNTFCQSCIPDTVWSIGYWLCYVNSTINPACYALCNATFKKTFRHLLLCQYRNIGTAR
M4 ag = human M4 muscarinic receptor agonists, primary screen, CHO-K1 cells, Fluo-8 calcium fluorescence; actives 0.14% (n = 360,000); CHO-K1 hM4/Gqi5; vehicle 0%, full acetylcholine response 100%; Muscarinic acetylcholine receptor M4 (Homo sapiens), P08173; activation, % at 3 µM;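 active means activation above the run mean over all test wells plus 3 SD, cut at about 32% in these data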;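 further: peak over basal fluorescence ratio per well then scaled between controls; 0% = DMSO wells and 100% = acetylcholine at EC100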
M1 ag = human M1 muscarinic receptor agonists, primary screen, Fluo-8 calcium fluorescence, CHO-K1 cells, HTS | CHO-K1 hM1, agonist mode; 0% DMSO, 100% acetylcholine EC100 | activation, % at 3 µM | actives 0.33% (n = 360,000) | AID 588814, 2011;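 active means activation above the run's mean compound activation plus 3 SD, cut at about 16% in these data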;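 further: peak over basal fluorescence ratio within a 140 s kinetic read after compound addition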
* marks the source's active call; other numbers are inactive results; / = no result given. An excerpt; count on the stated rates, not on these rows.

SMILES	TAAR1 ag	M5 antag	M1 antag	CHRM5 agonist	M1 PAM	CHRM5 PAM	M4 antag	M4 ag	M1 ag
COc1ccc(CN2CCN(C(=O)c3cc(C4CC4)nn3-c3ccccc3)CC2)cc1F	10	0	-7	-4	8	-4	-9	3	-2
COc1ccc(CCNC(=O)CCCn2c(=S)[nH]c3cc4c(cc3c2=O)OCO4)cc1OC	0	4	-6	-1	4	-5	-11	3	-2
O=C(NC1CC1)c1cccc(-c2cncc3nccn23)c1	0	-2	-13	0	5	3	6	0	-2
CC1Cc2cc(/C(O)=C3/C(=O)C(=O)N(CCN4CCOCC4)C3c3ccc(C(C)C)cc3)ccc2O1 (stereo unspecified)	0	2	-7	5	2	4	-1	1	-2
CCOC(=O)C1=CN(C)CCC1=O	2	-6	-12	0	4	4	2	0	-5
CCN(CC(=O)Nc1ccc(N2CCOCC2)cc1)Cc1nc2ccccc2c(=O)[nH]1	0	8	-4	0	3	0	1	1	-3
Cc1ccc(OCCn2cnc(Cl)c2Cl)cc1	3	1	-4	-8	3	6	-3	0	-8
O=C1CCC/C(=N/NC(=O)C2CCN(S(=O)(=O)c3cccs3)CC2)C1	0	-3	-5	0	3	-5	-12	1	-8
FC(F)(F)c1cnc(-c2cnc3c(-c4ccc(Cl)cc4)cnn3c2)c(Cl)c1	12	3	-2	3	1	2	4	1	-1
Cc1cccc(C(c2c(C)nn(-c3ccccc3)c2N)c2c(C)nn(-c3ccccc3)c2N)c1	8	-3	-4	4	4	-8	-6	5	0
COCCCN1C(=O)C(CC(=O)NCCN2CCOCC2)CC(C(=O)N2CCOCC2)=C1C (stereo unspecified)	0	0	/	1	/	-4	-3	1	/
O=C1c2ccccc2NC(c2ccc(-c3ccc(Br)cc3)o2)N1O (stereo unspecified)	13	-3	-1	1	-6	-3	2	1	-3
O=C(NCCSc1c[nH]c2ccccc12)c1ccc(Br)o1	2	0	-6	-2	-1	-2	-10	2	-5
Cc1n[nH]c(=O)c2c1nnn2Cc1ccccc1Cl	8	9	-21	-1	13	2	-1	0	-3
C=CCn1c(=O)c(C(=O)NC2CC2)c(O)c2cc(OC)c(OC)cc21	-2	-10	-1	-3	-6	-6	-3	0	-3
CC(=S)c1c(C)cc2cc(C)ccn12	-1	-7	-9	-2	9	-3	3	0	-10
COc1ccc(-c2csc(C(C)(O)c3cccnc3)n2)cc1 (stereo unspecified)	0	8	0	6	-5	-7	-15	10	2
O=C(Cn1ccc(NC(=O)OCc2ccccc2)nc1=O)NCc1ccc2c(c1)OCO2	6	-1	-1	6	-1	-4	6	3	1
COc1cc(C(NC(C)=O)NC(C)=O)ccc1OCc1ccccc1	2	9	8	-1	0	-3	11	0	4
CSc1nc(N2CCN(c3ccccc3Cl)CC2)c2ccccc2n1	-1	-5	2	5	3	11	-2	0	-4
CCNC(=O)CC1C(=O)N(c2cccc(C)c2)C(=O)N1CCC(C)C (stereo unspecified)	2	0	3	-2	3	3	-4	1	-5
O=C(NCC1CCCO1)NC1CCCCC1 (stereo unspecified)	5	7	5	0	3	-5	4	0	-3
O=C(c1ccc(CS(=O)Cc2ccccc2Cl)o1)N1CCN(C2CCCCC2)CC1 (stereo unspecified)	9	5	8	-7	-2	-1	-16	4	-5
C[C@@H]1CN([C@H](C)CO)C(=O)CCCn2nncc2CO[C@@H]1CN(C)S(=O)(=O)c1ccc(F)cc1	1	-11	7	-1	-8	3	-1	1	-2
O=C1Nc2cc(C(=O)NCCN3CCCCCC3)ccc2S/C1=C\c1ccccc1	7	6	6	-7	-5	-2	5	2	-5
COc1ccc(CCNCc2cc(C)n(-c3ccc(OC)cc3)c2C)cc1	45*	-1	-5	-1	0	2	-13	5	-7
O=C(NC1CCCN(Cc2ccccc2F)C1)c1cccs1 (stereo unspecified)	3	-6	24	-4	-11	-2	-2	2	-5
CCCCNS(=O)(=O)NC(=O)C1=C(N2CCCC2)COC1=O	0	8	26	0	-13	-15	6	1	-7
CCN1CCN(c2c(Cl)cccc2NC(=O)c2ccc(Br)o2)CC1	2	1	33*	-6	-20	-15	-24	0	-5
NC(=O)c1ccc(NC(=O)COC(=O)C2(c3ccccc3F)CCCC2)cc1	16	14	12	6	-2	-7	-5	8	0
CCOC(=O)CSC1=C(C#N)C(c2ccco2)C(C(=O)Nc2cccc(C(F)(F)F)c2)=C(C)N1 (stereo unspecified)	7	13	14	-2	-12	-17	9	14	-6
Cc1cc(NC(=O)COC(=O)CNS(=O)(=O)c2c(F)cc(F)cc2Br)no1	5	9	3	0	-1	1	13	2	0
O=C1[C@H]2[C@@H](c3ccc(C(F)(F)F)cc3)N[C@]3(CCCN(Cc4ccc(Br)cc4)C3=O)[C@H]2C(=O)N1Cc1ccccc1	1	-2	-5	0	-4	5	-24	5	-4
O=C(CCCc1ccccc1)NCc1ccccn1	/	1	-20	2	11	0	-4	0	-2
CCOC(=O)C1(CC2CC2)CCN(C(=O)c2cc(C3CC3)nc3ccccc23)CC1	12	1	3	3	1	-10	-14	6	-4
CC(NC(=O)COC(=O)CCc1ccccc1)c1ccccc1 (stereo unspecified)	2	-4	-9	0	7	1	6	0	-6
O=C(CSc1cn[nH]n1)Nc1nc2ccccc2s1	-1	0	1	0	-2	0	3	3	-2
O=C(CSc1ccsc1[N+](=O)[O-])N1CCN(c2ccccn2)CC1	0	12	5	-4	-7	-6	-1	3	-9
O=C(CSc1nnc(-c2ccncc2)n1C1CCCCC1)Nc1cccc(O)c1	7	-4	0	2	0	4	7	0	-2
O=C(N/N=C/C(Cl)=C/c1ccccc1)c1ccccn1	1	7	12	0	-1	-3	9	2	0
CCC(C)(CC(=O)O)CC(=O)Nc1cc(C(F)(F)F)cc(C(F)(F)F)c1 (stereo unspecified)	0	-1	14	1	-2	-3	-16	2	-3
Cc1ccc(/C=N/NC(=O)CSc2nnc(-c3ccc(Cl)cc3)n2-c2ccccc2)o1	12	16	13	1	-6	-12	-2	9	-2
CCOC(=O)N1CCN(C(=O)/C=C/c2cccc([N+](=O)[O-])c2)CC1	4	3	7	-3	-10	-4	2	2	-11
O=C1c2ccccc2NC(c2ccc(Cl)cc2Cl)N1O (stereo unspecified)	14	-3	10	5	4	-3	-6	2	3
Cc1cc(C)c2c(n1)sc1c(=O)n(Cc3ccc(F)cc3)cnc12	-2	11	-24	-2	15	-1	-1	0	-4
Cc1ccc(/C=C/C(=O)OC(C)C(=O)Nc2ncc(Cl)cc2Cl)o1 (stereo unspecified)	0	4	-8	0	6	1	-3	1	-5
CCc1nn(CC(=O)N2CCN(C)CC2)c(=O)c2cccn12	1	3	-10	2	-2	-3	-8	0	-3
COc1cc(C(=O)N2CCN(C(=O)COc3ccc4ccccc4c3)CC2)cc(OC)c1OC	4	2	-6	0	4	2	4	3	-3
Nc1ccc2c(c1)C(=O)N(CCCC(=O)O)C2=O	10	-5	-2	-2	3	4	1	0	-2
COc1cc(C=O)ccc1OC(=O)c1ccc(C(C)C)cc1	0	0	-10	1	7	5	0	0	-3
COc1ccc(S(=O)(=O)N2CCC(C(=O)NCc3cccnc3)CC2)cc1C	2	9	-5	-4	2	-2	-4	2	-7
CCCCNC(=O)C1CCCN1C(=O)Nc1cccc(OC)c1 (stereo unspecified)	0	-2	-13	0	11	6	2	0	-1
COc1ccc(Sc2cc(C(F)(F)F)nc(-c3ccccn3)n2)cc1	11	-2	-6	-2	7	-1	-10	-1	-3
C=CCn1c(SCC(=O)N(CC)C2CCS(=O)(=O)C2)nc2sc3c(c2c1=O)CCC3 (stereo unspecified)	4	-5	4	4	9	-3	-9	0	-2
CN(Cc1ccc(F)cc1)Cc1nc(-c2ccccc2)no1	2	3	-11	0	4	4	12	1	-5
CC1(C)CC(=O)C=C(N=CC2=C(O)CC(C)(C)CC2=O)C1	10	-5	-48	1	9	7	1	1	-1
CC(C)N(Cc1ccccc1)C(=O)COC(=O)c1ccccc1SCC(=O)N1CCCC1	16	20	33*	7	-17	-25	5	19	0
CC(Sc1nnc(COc2ccc(Cl)cc2)n1-c1ccccc1)C(=O)O (stereo unspecified)	2	3	-14	0	7	4	-7	0	-5
CCN(CC)c1ncnc2c1ncn2[C@H]1CN(C2CCCC2)C[C@@H](CO)O1	6	-4	-16	2	26	0	-12	1	4
O=C(COc1ccccc1)Nc1ccc(-c2nnc(-c3ccco3)o2)cc1	4	-7	-1	-2	4	-3	-9	3	-2

Laid out differently: results already given
compound: CCOC(=O)N1CCN(C(=O)/C=C/c2cccc([N+](=O)[O-])c2)CC1
- TAAR1 ag: 4
- M5 antag: 3
- M1 antag: 7
- CHRM5 agonist: -3
- M1 PAM: -10
- CHRM5 PAM: -4
- M4 antag: 2
- M4 ag: 2
- M1 ag: -11
compound: O=C1c2ccccc2NC(c2ccc(Cl)cc2Cl)N1O (stereo unspecified)
- TAAR1 ag: 14
- M5 antag: -3
- M1 antag: 10
- CHRM5 agonist: 5
- M1 PAM: 4
- CHRM5 PAM: -3
- M4 antag: -6
- M4 ag: 2
- M1 ag: 3

(next part)
SMILES	TAAR1 ag	M5 antag	M1 antag	CHRM5 agonist	M1 PAM	CHRM5 PAM	M4 antag	M4 ag	M1 ag
CCN(CC)c1ccc(C(=O)O)cc1	4	4	10	-2	-5	-6	0	1	-6
O=C(O)C1CCC(=O)N1C1CCCC1 (stereo unspecified)	10	0	-27	1	6	-4	8	0	0
O=C(NNS(=O)(=O)c1ccc(C(F)(F)F)cc1)c1cnn(-c2ccccc2)c1C(F)(F)F	14	7	6	-2	-3	-3	11	1	-2
Cc1cccc(COC(=O)CCCNC(=O)c2ccc(Cl)cc2)c1	0	6	-8	-4	4	-1	4	0	-5
O=C(NCCNc1nccc(C(F)(F)F)n1)c1cccc(C(F)(F)F)c1	2	11	-3	-3	-1	-8	2	4	-3
Cc1cc(C)c(C)c(S(=O)(=O)N2CCN(c3ncnc4sc(C)c(C)c34)CC2)c1C	/	7	9	-3	-2	1	-5	1	-2
CCCC(C(=O)Nc1ccc2c(C)cc(=O)oc2c1)c1ccccc1 (stereo unspecified)	1	-3	-2	-2	3	-1	7	-1	-3
CCCn1c(SCC(=O)Nc2cccc(S(=O)(=O)NC3=NCCCCC3)c2)nc2ccccc2c1=O	1	-5	0	-1	1	24*	-5	0	-13

Single records (already shown). Values in the order: TAAR1 ag, M5 antag, M1 antag, CHRM5 agonist, M1 PAM, CHRM5 PAM, M4 antag, M4 ag, M1 ag
CCN(CC)c1ccc(C(=O)O)cc1 is entered as 4, 4, 10, -2, -5, -6, 0, 1, -6
CCCC(C(=O)Nc1ccc2c(C)cc(=O)oc2c1)c1ccccc1 (stereo unspecified) is entered as 1, -3, -2, -2, 3, -1, 7, -1, -3
